SARS 3CLpro inh: SARS-CoV 3CLpro protease inhibition. P0C6X7. inhibition, % at 6 µM. AID 1706. recombinant SARS-CoV 3CLpro, quenched FRET peptide cleavage. 290,000 compounds, 0.14% hits; in the data active = inhibition above about 12%
PrPC TRFRET: cell surface PrPC inhibition, primary TR-FRET screen; P04156; TR-FRET read-out; inhibition, % at 13.8 µM; 370,000 compounds, 0.43% hits; in the data active = inhibition above about 24%; also: 0% = median of the test wells and 100% = reference compound wells
BH1578 lux ind: quorum light induction in luxS cqsA deficient V. cholerae. activation, % at 18.7 µM. V. cholerae BH1578 lux reporter, luminescence, 6 h. 350,000 compounds, 0.16% hits; in the data active = activation mostly above about 9.7%, no sharp cut-off; also: not every result past the cut was called active; inactives centre near 0; reference of the scale not given here
MazF activator: activators of E. coli MazEF toxin-antitoxin RNase. P0AE70. FAM/BHQ RNA-DNA oligo cleavage fluorescence, 5 h. activation, % at 20 µM. 350,000 compounds, 0.32% hits; in the data active = activation above about 50%
Target sequence (P0AE70 whole entry, looked up): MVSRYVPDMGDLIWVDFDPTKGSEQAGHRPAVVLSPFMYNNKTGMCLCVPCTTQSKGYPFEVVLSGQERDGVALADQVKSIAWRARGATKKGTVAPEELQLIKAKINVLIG
Yp Topo-I inh: Y. pestis Topo-I inhibition via cleavage products. Y. pestis Topo-I cleavage product accumulation, plate reader. activity, % at 10 µM. 360,000 compounds, 0.064% hits. AID 504884; in the data active = activity above about 50%, passing the limit was not always enough; also: inactives centre near 2
DUSP3 inh: blocks human VHR1 dual specificity phosphatase | recombinant VHR phosphatase, pNPP absorbance | inhibition, % at 13.3 µM | 290,000 compounds, 0.52% hits | AID 1654; in the data active = inhibition above about 50%; also: some compounds called inactive have numbers as strong as hits
Target sequence (P51452 whole entry, looked up): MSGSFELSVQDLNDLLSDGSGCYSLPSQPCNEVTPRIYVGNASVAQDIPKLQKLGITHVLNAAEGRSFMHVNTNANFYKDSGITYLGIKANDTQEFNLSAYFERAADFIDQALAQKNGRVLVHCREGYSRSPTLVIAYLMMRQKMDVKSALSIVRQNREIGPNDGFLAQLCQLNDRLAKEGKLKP
TcdB inh: inhibitors of Clostridioides difficile toxin B glycohydrolase | P18177 | TcdB glycohydrolase enzymatic assay, plate reader | inhibition, % at 9.99 µM | 350,000 compounds, 0.24% hits | AID 652162; in the data active = inhibition above about 10%
PriA SSB inh: inhibitors of Klebsiella pneumoniae PriA binding to SSB C-terminal tail. AlphaScreen SSBct-PriA binding, biotinylated peptide. inhibition, % at 33 µM. 430,000 compounds, 0.6% hits; in the data active = inhibition mostly above about 37%, no sharp cut-off; inactive = mostly below about 20%;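 also: plate controls were negative control peptide for no effect and reference peptide for full effect; strong numbers were not always called active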
Rv3671c protease: inhibitors of M. tuberculosis serine protease Rv3671c | P9WHR9 | inhibition, % at 5.96 µM | 320,000 compounds, 0.048% hits | AID 2606; in the data active = inhibition above about 38%;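 also: extracellular domain of Rv3671c used as enzyme; 0% = enzyme with DMSO and 100% = no enzyme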
Target sequence (P9WHR9 whole entry, looked up, the tested form may be a part): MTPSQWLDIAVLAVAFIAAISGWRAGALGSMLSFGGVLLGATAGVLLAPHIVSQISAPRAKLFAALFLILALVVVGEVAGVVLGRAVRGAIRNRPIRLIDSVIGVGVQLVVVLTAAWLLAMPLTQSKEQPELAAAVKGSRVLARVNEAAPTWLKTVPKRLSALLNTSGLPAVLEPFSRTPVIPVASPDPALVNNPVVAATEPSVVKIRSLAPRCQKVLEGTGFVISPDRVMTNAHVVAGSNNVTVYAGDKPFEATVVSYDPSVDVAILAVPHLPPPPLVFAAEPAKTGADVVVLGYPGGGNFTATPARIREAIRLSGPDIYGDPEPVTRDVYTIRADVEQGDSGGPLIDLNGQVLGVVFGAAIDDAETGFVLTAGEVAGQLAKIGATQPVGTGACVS
CCHFV vOTU inh: blocks the CCHF virus ovarian tumor domain protease; CCHFV vOTU protease, Pep-AMC fluorescence; inhibition, % at 11.5 µM; 370,000 compounds, 0.55% hits; in the data active = inhibition above about 30%; also: 0% = vehicle wells with enzyme and 100% = no enzyme wells
* hit, by the source's call; & = joins results of further samples.

How did Cn1c(=O)c2c(nc(CN3CCC(C(N)=O)CC3)n2Cc2c(Cl)cccc2Cl)n(C)c1=O do in these assays?
SARS 3CLpro inh: -2; PrPC TRFRET: 4; BH1578 lux ind: -0.6; MazF activator: 9; Yp Topo-I inh: 5; DUSP3 inh: 22; PriA SSB inh: -6&-1; Rv3671c protease: -10; CCHFV vOTU inh: 10

Results for OCCN(CCO)Cc1csc2ccccc12 ?
SARS 3CLpro inh: 4; PrPC TRFRET: 1; BH1578 lux ind: -0.4; MazF activator: 7; Yp Topo-I inh: 11; DUSP3 inh: 2; PriA SSB inh: -4; Rv3671c protease: 7; CCHFV vOTU inh: -9

How did NC(=O)c1ccsc1NC(=O)COC(=O)c1ccccc1F do in these assays?
PrPC TRFRET: -5; BH1578 lux ind: -1.9; MazF activator: -17; Yp Topo-I inh: -1; TcdB inh: 0.4; PriA SSB inh: -5; Rv3671c protease: -5; CCHFV vOTU inh: -3

Results for O=c1[nH]c(=S)[nH]c(O)c1/C=C1/C=c2ccccc2=N1 ?
SARS 3CLpro inh: 3; PrPC TRFRET: -3; BH1578 lux ind: 0.3; MazF activator: -39; Yp Topo-I inh: -5; DUSP3 inh: -12; TcdB inh: 2.1; Rv3671c protease: -3; CCHFV vOTU inh: 1

Results for Cc1cccc(C)c1NC(=O)CN(C)CC(=O)Nc1cc(Cl)ccc1C#N ?
SARS 3CLpro inh: -1; PrPC TRFRET: 7; BH1578 lux ind: inactive; MazF activator: 1; Yp Topo-I inh: -4; DUSP3 inh: 8; TcdB inh: -0.6; PriA SSB inh: -1; Rv3671c protease: -3; CCHFV vOTU inh: 3

Results for O=C(CSc1ccc(Cl)cc1)NC(=O)NC1CCCC1 ?
PrPC TRFRET: 8; BH1578 lux ind: -5.6; MazF activator: 2; Yp Topo-I inh: 0; TcdB inh: -2.4; PriA SSB inh: -19; CCHFV vOTU inh: 21

Results for COc1ccc(NC(=O)COC(=O)C2=COCCO2)cc1OC ?
SARS 3CLpro inh: 3; PrPC TRFRET: -6; BH1578 lux ind: inactive; MazF activator: -3; Yp Topo-I inh: 1; DUSP3 inh: 6; TcdB inh: 0.2; PriA SSB inh: -5; Rv3671c protease: 8; CCHFV vOTU inh: -7

How did CCCCNC(=O)/C(C#N)=C/c1ccc(-c2ccc(S(=O)(=O)N3CCOCC3)cc2)o1 do in these assays?
SARS 3CLpro inh: 1; PrPC TRFRET: -5; BH1578 lux ind: -0.1; MazF activator: 12; Yp Topo-I inh: 0; DUSP3 inh: 5; PriA SSB inh: -11; Rv3671c protease: -18; CCHFV vOTU inh: -15

What do the screens show for `CCC(C)[C@@H](CN(N=O)[C@@H](Cc1ccccc1)CN(C)N=O)N(CCc1ccccc1)N=O` (stereo not given in full)?
SARS 3CLpro inh: 0; BH1578 lux ind: inactive; MazF activator: -2; Yp Topo-I inh: 26; DUSP3 inh: 7; PriA SSB inh: -10; Rv3671c protease: -8

Results for COc1ccc(CC(C)NCCc2ccc(OC)c(OC)c2)cc1 (stereo not given) ?
SARS 3CLpro inh: -7; PrPC TRFRET: -3; BH1578 lux ind: inactive; MazF activator: 2; Yp Topo-I inh: -3; DUSP3 inh: 14; TcdB inh: 0.6; PriA SSB inh: -11; Rv3671c protease: 4; CCHFV vOTU inh: 19

Three structures out of the list, arranged by SMILES length, descending:
What do the screens show for `CCC(C)[C@@H](CN(N=O)[C@@H](Cc1ccccc1)CN(C)N=O)N(CCc1ccccc1)N=O` (stereo not given in full)?
SARS 3CLpro inh: 0; BH1578 lux ind: inactive; MazF activator: -2; Yp Topo-I inh: 26; DUSP3 inh: 7; PriA SSB inh: -10; Rv3671c protease: -8

How did Cn1c(=O)c2c(nc(CN3CCC(C(N)=O)CC3)n2Cc2c(Cl)cccc2Cl)n(C)c1=O do in these assays?
SARS 3CLpro inh: -2; PrPC TRFRET: 4; BH1578 lux ind: -0.6; MazF activator: 9; Yp Topo-I inh: 5; DUSP3 inh: 22; PriA SSB inh: -6&-1; Rv3671c protease: -10; CCHFV vOTU inh: 10

Results for O=C(CSc1ccc(Cl)cc1)NC(=O)NC1CCCC1 ?
PrPC TRFRET: 8; BH1578 lux ind: -5.6; MazF activator: 2; Yp Topo-I inh: 0; TcdB inh: -2.4; PriA SSB inh: -19; CCHFV vOTU inh: 21

Following part.
What do the screens show for `COP(=O)(OC)c1nc(-c2cccc3ccccc23)oc1N1CCCCC1`?
SARS 3CLpro inh: 0; PrPC TRFRET: 3; BH1578 lux ind: -0.6; MazF activator: 0; Yp Topo-I inh: 30; DUSP3 inh: 15; TcdB inh: 2.5; PriA SSB inh: -10; Rv3671c protease: 2; CCHFV vOTU inh: -347

How did CCN(c1ccccc1)S(=O)(=O)c1ccc(Cl)c(NC(=O)c2ccc(=O)[nH]n2)c1 do in these assays?
PrPC TRFRET: 3; BH1578 lux ind: -0.2; MazF activator: -6; Yp Topo-I inh: 4; TcdB inh: 0.7; PriA SSB inh: 3; Rv3671c protease: -19; CCHFV vOTU inh: -2

Results for COc1cccc(NS(=O)(=O)c2ccc3c(c2)N(C(C)=O)CCS3)c1 ?
SARS 3CLpro inh: 0; PrPC TRFRET: 8; BH1578 lux ind: -2.7; MazF activator: -27; Yp Topo-I inh: -1; DUSP3 inh: -2; TcdB inh: 1.9; PriA SSB inh: 2; Rv3671c protease: 0; CCHFV vOTU inh: -7

Results for COc1ccc(C(=O)N/N=C/c2ccc(N3CCOCC3)o2)cc1OC ?
SARS 3CLpro inh: 4; PrPC TRFRET: -11; BH1578 lux ind: -0.5; MazF activator: 9; Yp Topo-I inh: 0; DUSP3 inh: 4; TcdB inh: -0.2; Rv3671c protease: -8; CCHFV vOTU inh: 2

How did COc1ccc(C(C)=O)cc1CN(C)C do in these assays?
SARS 3CLpro inh: -1; PrPC TRFRET: 3; BH1578 lux ind: 7.1; MazF activator: -4; Yp Topo-I inh: 0; DUSP3 inh: -20; PriA SSB inh: 1; Rv3671c protease: -4; CCHFV vOTU inh: -10

What do the screens show for `CCN(CC)S(=O)(=O)c1cc(NC(=O)COC(=O)c2c(C)noc2C)ccc1C`?
PrPC TRFRET: 12; BH1578 lux ind: inactive; MazF activator: 0; Yp Topo-I inh: -4; TcdB inh: 0.5; PriA SSB inh: -3; Rv3671c protease: 6; CCHFV vOTU inh: 5

What do the screens show for `COc1ccc(C(=O)NCCn2nc(C)cc2C)cc1OC1CCN(C(C)=O)CC1`?
SARS 3CLpro inh: 8; PrPC TRFRET: 5; MazF activator: -4; Yp Topo-I inh: -7; DUSP3 inh: -4; TcdB inh: 0.4; PriA SSB inh: -12; Rv3671c protease: 1; CCHFV vOTU inh: 5

Results for O=[N+]([O-])c1ccc2nonc2c1Nc1ccccc1 ?
SARS 3CLpro inh: 0; PrPC TRFRET: -26; BH1578 lux ind: -0.6; MazF activator: 7; Yp Topo-I inh: 2; DUSP3 inh: 12; TcdB inh: -0.1; PriA SSB inh: -7; Rv3671c protease: 3; CCHFV vOTU inh: 1

How did COc1ccc(C(=O)COC(=O)CCCC(=O)NC2CCCCC2)cc1 do in these assays?
SARS 3CLpro inh: -6; PrPC TRFRET: -7; MazF activator: 1; Yp Topo-I inh: 6; DUSP3 inh: 4; TcdB inh: -0.2; PriA SSB inh: 8; Rv3671c protease: 9; CCHFV vOTU inh: 2

How did Cc1ccsc1/C=N/NC(=S)NCc1ccccc1 do in these assays?
SARS 3CLpro inh: 3; PrPC TRFRET: 10; BH1578 lux ind: inactive; MazF activator: 5; Yp Topo-I inh: 18; DUSP3 inh: 7; TcdB inh: -0.9; Rv3671c protease: -15; CCHFV vOTU inh: 8

What do the screens show for `COc1cc(NC(=O)NCC2CCN(Cc3ccccc3F)CC2)cc(OC)c1`?
SARS 3CLpro inh: -4; PrPC TRFRET: -3; BH1578 lux ind: -5.6; MazF activator: 12; Yp Topo-I inh: 5; DUSP3 inh: 9; TcdB inh: -0.4; PriA SSB inh: 2; CCHFV vOTU inh: 3

How did Cc1cccc(NC(=O)c2nc[nH]c2C(=O)NCC(=O)OC(C)(C)C)c1 do in these assays?
PrPC TRFRET: -2; BH1578 lux ind: -0.3; MazF activator: -12; Yp Topo-I inh: 26; DUSP3 inh: 15; TcdB inh: 0.2; PriA SSB inh: -10; Rv3671c protease: -13; CCHFV vOTU inh: 10

How did COc1ccc(S(=O)(=O)N(C)C)cc1NC(=O)COc1ccc2c(c1)CCC2 do in these assays?
PrPC TRFRET: 6; BH1578 lux ind: -4.0; MazF activator: 3; Yp Topo-I inh: 32; TcdB inh: 0.9; CCHFV vOTU inh: 2

What do the screens show for `CCOC(=O)c1cc2c(ccn2C)n1CC(=O)N(CC)CC`?
SARS 3CLpro inh: -1; PrPC TRFRET: 3; BH1578 lux ind: -0.1; MazF activator: -7; Yp Topo-I inh: -6; DUSP3 inh: 15; TcdB inh: 3.8; PriA SSB inh: -10; Rv3671c protease: 0; CCHFV vOTU inh: 2

How did COCCN(CCOC)S(=O)(=O)c1ccc(C(=O)NCCCN2CCOCC2)cc1 do in these assays?
SARS 3CLpro inh: 2; PrPC TRFRET: 4; MazF activator: 0; Yp Topo-I inh: 4; DUSP3 inh: 19; TcdB inh: 0.5; PriA SSB inh: -2; Rv3671c protease: 0; CCHFV vOTU inh: 12

What do the screens show for `CC(C)(C)C(=O)C[n+]1ccccc1`?
SARS 3CLpro inh: 1; PrPC TRFRET: 1; BH1578 lux ind: inactive; MazF activator: -11; Yp Topo-I inh: -1; DUSP3 inh: 22; TcdB inh: -0.5; PriA SSB inh: 7; Rv3671c protease: -1; CCHFV vOTU inh: 2

What do the screens show for `COCCN(C(=O)CSc1cc(C)c2ccccc2n1)c1c(N)n(CC(C)C)c(=O)[nH]c1=O`?
PrPC TRFRET: 1; BH1578 lux ind: inactive; MazF activator: 1; Yp Topo-I inh: -7; TcdB inh: -0.1; PriA SSB inh: 8; Rv3671c protease: 0; CCHFV vOTU inh: -6

How did CCOc1ccccc1/C=N\Nc1cnn(Cc2ccccc2)c(=O)c1Cl do in these assays?
SARS 3CLpro inh: -2; PrPC TRFRET: 0; BH1578 lux ind: inactive; MazF activator: -12; Yp Topo-I inh: 10; DUSP3 inh: -14; TcdB inh: 0.8; Rv3671c protease: -21; CCHFV vOTU inh: 9

Results for Cc1cc(OCCCn2ccnc2)cc(C(C)C)c1 ?
SARS 3CLpro inh: 1; PrPC TRFRET: -2; BH1578 lux ind: inactive; MazF activator: -11; Yp Topo-I inh: -1; DUSP3 inh: -6; TcdB inh: 0.8; PriA SSB inh: 1; Rv3671c protease: 4; CCHFV vOTU inh: 11

Results for COc1ccc(C(C)NC(=S)NC2CCCCC2)cc1OC (stereo not given) ?
SARS 3CLpro inh: 5; PrPC TRFRET: 4; BH1578 lux ind: inactive; MazF activator: 0; Yp Topo-I inh: -1; DUSP3 inh: -2; TcdB inh: 0.0; PriA SSB inh: -10; Rv3671c protease: -7; CCHFV vOTU inh: -6

What do the screens show for `COc1cc(/C=N/NC(=O)NC2CCCCC2)ccc1O`?
SARS 3CLpro inh: -1; PrPC TRFRET: -3; BH1578 lux ind: -0.5; MazF activator: -4; Yp Topo-I inh: 3; DUSP3 inh: 9; TcdB inh: 6.2; Rv3671c protease: 0; CCHFV vOTU inh: 1

How did CCOC(=O)N(C)C[C@@H]1OCc2cnnn2CCCC(=O)N([C@@H](C)CO)C[C@@H]1C do in these assays?
PrPC TRFRET: 2; BH1578 lux ind: inactive; MazF activator: -4; Yp Topo-I inh: 1; TcdB inh: -1.9&0.1; CCHFV vOTU inh: 19

Results for Cc1ccc(NC(=O)C2CCCN2C(=O)OCc2ccccc2)cc1F (stereo not given) ?
SARS 3CLpro inh: 6; PrPC TRFRET: 7; BH1578 lux ind: inactive; MazF activator: 0; Yp Topo-I inh: -11; DUSP3 inh: -14; TcdB inh: 1.5; PriA SSB inh: 4; Rv3671c protease: 2; CCHFV vOTU inh: -1

Compound activity from PubChem BioAssay.

An excerpt (hit frequency here may not be typical).
